D1 PAM: potentiators of human D1 dopamine receptor | HEK293 TREx D1 cells, calcium flux, dopamine EC20 potentiation | potentiation, % at 10 µM | 360,000 compounds, 0.036% hits | AID 504651; in the data active = potentiation above about 30%; note: 0% is about no effect
D2 ag: D2 dopamine receptor (human) agonism. P14416. activation, % at 2 µM. HEK293 T-REx D2 cells, calcium flux agonist mode. 340,000 compounds, 0.53% hits. AID 485358;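 active = activation over 3 SD above normal in the single-dose calcium agonist read, cut at about 30% in these data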; note: 0% is about no effect
Target sequence (P14416 whole entry, looked up): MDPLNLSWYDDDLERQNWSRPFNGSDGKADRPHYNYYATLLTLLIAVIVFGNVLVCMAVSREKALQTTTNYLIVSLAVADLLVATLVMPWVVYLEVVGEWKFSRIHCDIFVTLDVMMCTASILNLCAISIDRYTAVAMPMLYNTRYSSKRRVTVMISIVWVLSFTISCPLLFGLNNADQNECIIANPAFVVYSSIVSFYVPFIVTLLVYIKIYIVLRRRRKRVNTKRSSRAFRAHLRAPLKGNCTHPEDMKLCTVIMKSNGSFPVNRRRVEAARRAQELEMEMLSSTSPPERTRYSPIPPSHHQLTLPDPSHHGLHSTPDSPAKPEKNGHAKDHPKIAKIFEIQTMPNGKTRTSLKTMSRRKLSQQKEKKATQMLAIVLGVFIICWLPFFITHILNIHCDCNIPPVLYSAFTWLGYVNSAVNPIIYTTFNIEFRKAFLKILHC
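HEK293 Trex D2 cells, tetracycline-induced, o/n 30 C 5% CO2; no-wash Ca dye, RT 30–90 min; 10-cycle baseline, 23 nl cpd added, kinetic Ca read 180 s; agonist hits = positive Ca response.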
D1 ag: human D1 receptor agonism; 360,000 compounds, 1% hits; activation, % at 2 µM; HEK293 T-REx D1 cells, calcium flux, agonist mode; P21728; note: 0% is about no effect
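Agonism was scored from calcium flux recorded over 180 s (1 read/s) after pintool compound addition, following a 10-cycle baseline. Cells were inducible force-coupled HEK293 TREx D1, plated overnight at 30 C and loaded with no-wash calcium dye.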
D2 antag: D2 dopamine receptor (human) antagonism; P14416; HEK293 TREx D2 cells, calcium flux, dopamine EC80; inhibition, % at 10 µM; 340,000 compounds, 2% hits; in the data active = inhibition above about 30%; note: 0% is about no effect
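Calcium mobilization kinetics were recorded at 1 s intervals in tetracycline-induced HEK293 T-REx D2 cells, first for 180 s after compound addition and then 180 s after EC80 dopamine.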
TRHR agonist: agonists of human TRH receptor | P34981 | activation, % at 2 µM | 360,000 compounds, 0.18% hits | TRHR cells, calcium flux fluo-8, FDSS agonist mode; note: 0% is about no effect
Target sequence (P34981 whole entry, looked up): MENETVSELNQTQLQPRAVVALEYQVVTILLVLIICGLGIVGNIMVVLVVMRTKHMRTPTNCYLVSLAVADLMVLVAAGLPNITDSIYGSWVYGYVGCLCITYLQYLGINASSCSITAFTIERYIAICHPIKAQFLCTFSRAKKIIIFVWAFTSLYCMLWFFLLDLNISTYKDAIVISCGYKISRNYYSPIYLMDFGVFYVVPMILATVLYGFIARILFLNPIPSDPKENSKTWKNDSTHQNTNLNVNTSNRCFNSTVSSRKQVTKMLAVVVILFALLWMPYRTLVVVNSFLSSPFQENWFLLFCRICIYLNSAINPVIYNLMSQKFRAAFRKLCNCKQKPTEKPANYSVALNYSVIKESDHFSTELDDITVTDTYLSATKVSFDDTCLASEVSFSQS
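Read-out: compound-evoked intracellular calcium rise in TRHR cells, fluo-8 dye, kinetic FDSS fluorescence at 1 s/cycle following a 10-cycle baseline. Cells cultured overnight before dye loading (30 min–1.5 h, RT).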
TRHR enhancer: TRH receptor (human) allosteric enhancement. TRHR cells, fluo-8 calcium fluorescence, EC20 TRH enhancement. AID 493056. 360,000 compounds, 0.66% hits. enhancement, % at 2 µM; in the data active = enhancement above about 30%; note: 0% is about no effect
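Enhancer read-out: after compound pinning and an initial kinetic agonist-mode read, an EC20 of TRH (10 nM final) was injected and fluo-8 calcium signal (Ex 480/Em 530) followed at 1 s/cycle for 100 cycles in TRHR-expressing cells.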
RXFP1 antag: blocks the human relaxin receptor RXFP1; AID 1259400; activity change, negative = inhibition, % at 57.5 µM; HEK293-RXFP1, relaxin-stimulated cAMP HTRF, 30 min; active compounds read low; 350,000 compounds, 0.59% hits;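 active = activity change of -60% or lower, but not beyond a set lower limit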; note: % is set by controls: 0 for no effect and ±100 for the full control effect
D2 potentiator: positive allosteric modulators of human D2 dopamine receptor | HEK293 T-REx D2, calcium flux, EC20 dopamine potentiation | potentiation, % at 10 µM | 340,000 compounds, 0.34% hits | AID 485347;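 active = potentiation over 3 SD above the plate norm, cut at about 30% in these data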; note: 0% is about no effect
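Calcium flux readout, no-wash dye, 1 read/s. Inducible HEK293 Trex D2 line, overnight 30 C. Compound alone 180 s (agonist flags), then EC20 dopamine, another 180 s to score potentiation.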
D1 antagonist: antagonists of human D1 dopamine receptor | HEK293 TREx D1 cells, calcium flux, dopamine EC80; active compounds read low | activity change, negative = inhibition, % at 10 µM | 360,000 compounds, 3.2% hits; in the data active = activity change below about -30%; note: % is set by controls: 0 for no effect and ±100 for the full control effect
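Inducible Hek293 Trex D1 cells (tetracycline, overnight, 30 C). Calcium dye 30–90 min RT. Antagonist mode: EC80 dopamine added after 180 s compound read.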
* = called active by the depositor; · = no result given. Cut-off read from the data, not from the text of the source, unless noted: active = activation above about 30%; inactive = the rest. Rows are unselected (roughly 7.3% active in at least one column).

SMILES | D1 PAM | D2 ag | D1 ag | D2 antag | TRHR agonist | TRHR enhancer | RXFP1 antag | D2 potentiator | D1 antagonist
CCn1cc(C(=O)N2CCN(c3cccc(C)c3C)CC2)c2cc(OC)c(OC)cc2c1=O | -1 | · | -1 | · | -0.3 | -2 | · | 11 | -21
CCOC(=O)N1CCN(C(=O)C2CCN(S(=O)(=O)c3ccccc3)CC2)CC1 | -7 | 0.4 | 1 | -19 | -1.0 | 2 | -2 | 4 | 0
COc1ccccc1N1CCN(C(=O)C2CCN(S(=O)(=O)c3ccc(F)cc3)CC2)CC1 | 1 | 1.1 | 0 | -14 | -0.4 | -1 | 4 | 3 | -10
COc1c(F)c(F)c(C(=O)Nc2c(C)cc(Br)cc2C)c(F)c1F | -4 | 0.3 | 3 | -6 | 2.0 | 5 | -5 | 6 | -2
COc1ccc(Br)cc1CNC(=O)CN1C(=O)C(c2ccccc2)Oc2cccnc21 (configuration not stated) | -1 | 0.4 | 8 | -1 | 0.2 | -5 | -7 | -6 | -8
CCCC(=O)N(c1ccc2oc3c(c2c1)CCCC3)S(=O)(=O)c1ccc(CC)cc1 | -1 | -0.1 | 3 | · | 1.5 | -11 | · | -4 | -9
CCN(CC)c1ccc(C(=O)OCc2cc(=O)oc3cc(O)ccc23)cc1 | -11 | 0.4 | 2 | 6 | -0.1 | -6 | 0 | -18 | -33*
COc1ccc(C[C@H](C(=O)O)N2C(=O)c3ccc(C(=O)O)cc3C2=O)cc1 | -6 | · | 3 | · | -0.9 | 8 | · | · | -9
Brc1ccccc1-n1ncc2c1ncn1nc(Cc3ccccc3)nc21 | 0 | -1.2 | 0 | · | -0.4 | -4 | -15 | 3 | -63*
Cc1nc(NC(=O)c2ccco2)sc1-c1csc(Nc2ccc(Cl)cc2Cl)n1 | 5 | -0.8 | 6 | -6 | -0.2 | -2 | · | 9 | 13
O=C(COC(=O)c1c(F)cccc1Cl)NC1CCCC1 | -3 | -0.1 | -2 | -25 | 0.2 | -5 | 3 | -10 | 1
O=C(O)c1nn(CCOc2c(Cl)cccc2Cl)c(=O)c2ccccc12 | 3 | -0.9 | 3 | 4 | -0.7 | -11 | -10 | 45* | 5
COc1ccc(S(=O)(=O)N2CCOCC2)cc1NC(=O)COc1ccc(C(C)=O)cc1OC | -3 | 0.0 | 3 | -16 | 0.4 | 1 | 2 | 2 | 0
COc1ccc(Cl)cc1NC(=O)CN(C)C(=O)C1CCN(C(=O)Nc2ccccc2)CC1 | · | -1.1 | 2 | -10 | -0.1 | -8 | -5 | -3 | 3
O=c1c2ccccc2nc(SCc2ccc([N+](=O)[O-])cc2)n1-c1ccccc1 | 2 | · | 2 | -3 | 0.7 | -2 | 18 | -4 | 6
CC(Oc1ccccc1)C(=O)N=C1SC2CS(=O)(=O)CC2N1c1ccccc1 (configuration not stated) | 11 | -0.1 | 11 | -5 | 1.5 | -4 | -20 | -4 | -1
COc1ccccc1/C=N/N1C(=O)C(CC(=O)Nc2ccc([N+](=O)[O-])cc2OC)SC1=Nc1cccc(C)c1C (configuration not stated) | 4 | 3.0 | 6 | 17 | 0.3 | -1 | · | -12 | 2
COc1ccc(-c2noc(C3CC(=O)N(c4ccccc4)C3)n2)c(OC)c1 (configuration not stated) | -3 | 0.5 | 9 | · | 0.3 | -2 | -15 | 9 | 4
CO/N=C/c1ccc(N2CCN(C(=O)c3cccc(Cl)c3)CC2)c([N+](=O)[O-])c1 | -2 | 0.0 | 7 | 13 | -0.5 | 0 | -13 | 10 | -28
O=C1C2CC=CCC2C(=O)N1n1cnnc1 (configuration not stated) | -1 | · | 1 | · | -0.1 | 16 | 2 | · | 2
Cc1c(C(=O)Nc2ccc(-n3cnnn3)cc2)oc2ccccc12 | 0 | -0.2 | 1 | 2 | 0.2 | -6 | -5 | -4 | -8
Cc1cc2c(cc1NC(=O)c1ccccc1C)n(C)c(=O)c(=O)n2C | -3 | 1.1 | 0 | · | 0.3 | 17 | · | -8 | 6
Cc1ccc(NC(=S)NCC2CCN(C(C)c3ccccc3)C2)cc1 (configuration not stated) | -9 | 0.4 | 5 | 14 | -0.4 | -7 | -27 | -32 | -21
CCOCCCN(CC(=O)NC1CCCC1)C(=O)C(=O)Nc1ccc2c(c1)OCCO2 | 1 | -0.6 | 10 | 0 | -1.1 | 8 | 1 | 8 | 14
CCN(CC(=O)Nc1ccccc1C(F)(F)F)C(=O)C1CCC1 | -5 | -1.2 | -1 | -9 | -0.2 | -9 | -12 | -3 | -13

12 structures out of the list, ordered by molar mass, largest number first:
SMILES | D1 PAM | D2 ag | D1 ag | D2 antag | TRHR agonist | TRHR enhancer | RXFP1 antag | D2 potentiator | D1 antagonist
COc1ccc(Br)cc1CNC(=O)CN1C(=O)C(c2ccccc2)Oc2cccnc21 (configuration not stated) | -1 | 0.4 | 8 | -1 | 0.2 | -5 | -7 | -6 | -8
COc1ccccc1N1CCN(C(=O)C2CCN(S(=O)(=O)c3ccc(F)cc3)CC2)CC1 | 1 | 1.1 | 0 | -14 | -0.4 | -1 | 4 | 3 | -10
COc1ccc(Cl)cc1NC(=O)CN(C)C(=O)C1CCN(C(=O)Nc2ccccc2)CC1 | · | -1.1 | 2 | -10 | -0.1 | -8 | -5 | -3 | 3
CCn1cc(C(=O)N2CCN(c3cccc(C)c3C)CC2)c2cc(OC)c(OC)cc2c1=O | -1 | · | -1 | · | -0.3 | -2 | · | 11 | -21
CC(Oc1ccccc1)C(=O)N=C1SC2CS(=O)(=O)CC2N1c1ccccc1 (configuration not stated) | 11 | -0.1 | 11 | -5 | 1.5 | -4 | -20 | -4 | -1
COc1c(F)c(F)c(C(=O)Nc2c(C)cc(Br)cc2C)c(F)c1F | -4 | 0.3 | 3 | -6 | 2.0 | 5 | -5 | 6 | -2
CO/N=C/c1ccc(N2CCN(C(=O)c3cccc(Cl)c3)CC2)c([N+](=O)[O-])c1 | -2 | 0.0 | 7 | 13 | -0.5 | 0 | -13 | 10 | -28
O=C(O)c1nn(CCOc2c(Cl)cccc2Cl)c(=O)c2ccccc12 | 3 | -0.9 | 3 | 4 | -0.7 | -11 | -10 | 45* | 5
CCN(CC(=O)Nc1ccccc1C(F)(F)F)C(=O)C1CCC1 | -5 | -1.2 | -1 | -9 | -0.2 | -9 | -12 | -3 | -13
Cc1c(C(=O)Nc2ccc(-n3cnnn3)cc2)oc2ccccc12 | 0 | -0.2 | 1 | 2 | 0.2 | -6 | -5 | -4 | -8
O=C(COC(=O)c1c(F)cccc1Cl)NC1CCCC1 | -3 | -0.1 | -2 | -25 | 0.2 | -5 | 3 | -10 | 1
O=C1C2CC=CCC2C(=O)N1n1cnnc1 (configuration not stated) | -1 | · | 1 | · | -0.1 | 16 | 2 | · | 2

Continued:
SMILES | D1 PAM | D2 ag | D1 ag | D2 antag | TRHR agonist | TRHR enhancer | RXFP1 antag | D2 potentiator | D1 antagonist
O=C(Nc1nnc(SCC(=O)N2CCCCC2)s1)c1cccs1 | -2 | 0.2 | 0 | -1 | 0.1 | 1 | 2 | 0 | 12
O=C(Nc1cccc(Cl)c1)c1ccc(F)c(S(=O)(=O)NCc2ccc3c(c2)OCO3)c1 | -5 | -1.6 | 3 | 2 | 0.3 | 2 | 0 | -1 | -16
Cc1ccc(S(=O)(=O)N2CCN(C(=O)CCn3cncn3)CC2)cc1 | -2 | 0.0 | 3 | 11 | -0.8 | -1 | 7 | -4 | 11
Cc1nc(NC(=O)COC(=O)c2cc3c(s2)CCC(C)C3)c(Cl)cc1Cl (configuration not stated) | -2 | -0.9 | 2 | 1 | 0.2 | -6 | -2 | 6 | -4
Cc1cc(C)c(NC(=O)Cn2nnc(-c3nc(-c4ccncc4)no3)c2N)c(C)c1 | -1 | 0.7 | -1 | · | 0.7 | -12 | 7 | 1 | -20
CCOc1cc(C(=O)Nc2nnc3n2CCS3)cc(OCC)c1OCC | -1 | -2.4 | 0 | · | 0.0 | -2 | · | -6 | -7
COc1ccc(C2C(=O)N(C3CCC(C)CC3)CC(=O)N2C2CCCC2)cc1OC (configuration not stated) | 2 | 0.7 | 0 | · | 0.0 | 5 | -2 | -1 | 9
CN(C)P(=O)(Nc1cccc2ccccc12)Nc1cccc2ccccc12 | 0 | · | 1 | · | 0.1 | -3 | -3 | 9 | 8
CCOCCCNC(=O)c1ccc(NC(C)=O)cc1 | 0 | 0.6 | 6 | 1 | -2.5 | 5 | -5 | 6 | -5
CCN(CC)S(=O)(=O)c1cccc(NC(=O)CN(C)Cc2cccc(OC)c2)c1 | -12 | -2.3 | 3 | 13 | 0.0 | 0 | 1 | -8 | -6
COc1cccc(-c2ccc(NC(=O)C3CCCN(Cc4nccn4C)C3)cc2)c1 (configuration not stated) | 0 | -0.1 | 8 | 13 | -0.1 | 16 | -14 | -4 | 8
COc1ccccc1NC(=O)C/C(C)=N/NC(=O)c1ccccn1 | -2 | 0.9 | 0 | -20 | 0.5 | -7 | -14 | -4 | -38*
Cc1cccc(NC(=S)N=Nc2c(O)[nH]c3ccccc23)c1 | 0 | 0.3 | 0 | -8 | -0.7 | -5 | -1 | -5 | 13
Cc1ccccc1CN1CCN(CC(=O)NCc2ccco2)C1=O | 13 | 1.6 | 4 | 16 | -0.2 | 2 | -5 | -12 | -1
CCOC(=O)CSc1nc2ccc(NC(=O)c3ccc(Cl)cc3)cc2s1 | -1 | -0.5 | 11 | · | 1.5 | 0 | · | -4 | -22
COC(=O)c1cc(NC2c3ccccc3C(=O)N2c2ccc(Cl)cn2)cc(C(=O)OC)c1 (configuration not stated) | -5 | 0.7 | 2 | 18 | -0.8 | -5 | 6 | -9 | 0
Cc1ccc(S(=O)(=O)c2nc(NCc3ccc4c(c3)OCO4)sc2Cl)cc1 | 3 | -0.3 | 1 | -9 | -0.4 | 2 | 9 | 11 | -18
CCCCN(CC)CCNc1c(NC2CCN(C(=O)OCC)CC2)c(=O)c1=O | · | -0.4 | 2 | 20 | 0.3 | 8 | · | -7 | -63*
COc1ccc(N2CC(NC(=O)CCCc3ccccc3)CC2=O)cc1 (configuration not stated) | 2 | · | -1 | · | -0.3 | -2 | -5 | -9 | ·
C=CCN(CC=C)S(=O)(=O)c1ccc(NC(=S)NC(=O)c2ccc(-c3ccccc3)cc2)cc1 | -3 | -0.2 | 5 | -7 | 0.5 | -3 | -7 | 0 | -7
Nc1cc(Oc2ccc(F)cc2F)cc([N+](=O)[O-])c1 | 1 | -1.1 | 2 | -7 | 0.2 | -4 | -4 | 0 | 0
CC(=O)Nc1ccc(NCc2cccs2)cc1 | 3 | -1.2 | 9 | -10 | 0.3 | -15 | 1 | -1 | 0
Cc1ccc(C(=O)NCc2ccco2)o1 | -4 | 0.0 | 1 | 9 | 0.2 | -3 | -13 | 16 | -8

Bioassay records deposited in PubChem BioAssay by National Center for Advancing Translational Sciences (NCATS).
